Screening results as filed in PubChem.
HttQ103 aggreg = qHTS Multiplex Assay to Identify Dual Action Probes in a Cell Model of Huntington: Aggregate Formation (GFP). PC12 HttQ103-GFP aggregates, Acumen cytometry, 40 h. 1.1% of 220,000 active. Potency, µM (doses to about 46.1 µM), for the others: at the top dose activity change, negative = inhibition, usual class: inhibitors. AID 1688, 2009; also: % is scaled to controls: 0 for no effect and ±100 for the full control effect; nearly all actives have a fitted effect of over 60% in size
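PC12 cells stably carrying ecdysone-inducible HTT exon 1 Q103–GFP were induced with tebufenozide (100 nM final) and treated with library compounds in titration. GFP aggregates in lysates were counted by laser scanning cytometry.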
HTT ATP protect = qHTS Multiplex Assay to Identify Dual Action Probes in a Cell Model of Huntington: Cytoprotection (ATP) | PC12 HTT-Q103 induced, cytoprotection, ATP luminescence, 40 h | Potency, µM (series often up to 56.4 µM), for inactives: cytoprotection (ATP increase), most hits filed as activators | 0.14% of 230,000 active | AID 1471, 2008;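 also: % of control where 0% means no effect; nearly all actives have a fitted effect of over 45% in size; toxic huntingtin expression switched on by the ecdysone agonist tebufenozide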
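Cells were plated at 1500 per well in phenol red-free DMEM with 5% equine and 5% calf serum. Tebufenozide (100 nM final) and compounds were added, then ATPlite reagent, and luminescence was read.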
IMPase Li inh = qHTS Assay for Identifying the Cell-Membrane Permeable IMPase Inhibitors: Potentiation with Lithium; AID 1457, 2008; CHO-M1 cells, IP1 TR-FRET (IP-One), carbachol + lithium; 0.35% of 210,000 active; Potency, µM (doses to about 59.4 µM), for the others: at the highest dose activity, negative = IMPase inhibition, hits mostly inhibitors;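 also: IP1 builds up when IMPase is blocked and the TR-FRET signal falls; plate controls were basal vehicle for no effect and high inhibitor control for full effect; nearly all actives have a fitted effect of over 50% in size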
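Readout is a homogeneous TR-FRET IP1 immunoassay (Ex 320, Em 665 and 620), where raised cytosolic IP1 lowers signal. Cells were CHO-M1 treated 30 min at 37C with test compounds plus a little lithium; AC50 values came from Hill-equation fitting.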
aGlu spleen mod = qHTS Assay for Inhibitors and Activators of Human alpha-Glucosidase From Spleen Homogenate. human spleen homogenate, 4-MU-alpha-glucoside fluorescence. Potency, µM (highest dose often 79.9 µM), for the others: at the top dose activity change, negative = inhibition, most hits filed as inhibitors. AID 2112, 2009. Lysosomal alpha-glucosidase (Homo sapiens), P10253. 0.006% of 240,000 active;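 also: 0% = enzyme with vehicle and -100% = no enzyme basal signal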
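Enzyme source: human spleen homogenate, 1 ug/well. Buffer 50 mM citric acid/K phosphate pH 5.0, 0.01% Tween-20. 4-MU-alpha-glucoside 1 mM; 37 C x 40 min; NaOH/glycine stop; fluorescence.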
GAA inhib = qHTS Assay for Inhibitors of Human alpha-Glucosidase as a Potential Chaperone Treatment of Pompe Disease. Lysosomal alpha-glucosidase (Homo sapiens), P10253. purified human GAA, 4-MU-alpha-glucoside fluorescence. Potency, µM (titrated, usually from 76.9 µM), for the others: at the top dose activity change, negative = inhibition, most hits filed as inhibitors. 0.005% of 200,000 active;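 also: plate controls were uninhibited enzyme wells for no effect and no-enzyme background for full effect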
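Compounds are titrated up to 77 uM against 4 nM human enzyme. Substrate 4-methylumbelliferyl-alpha-D-pyranoside (400 uM) reacts 20 min at room temperature in pH 5.0 buffer; liberated 4-methylumbelliferone is read at 440 nm.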
GAA glycogen mod = qHTS Assay for Inhibitors and Activators of Human alpha-Glucosidase Cleavage of Glycogen; Lysosomal alpha-glucosidase (Homo sapiens), P10253; recombinant GAA, glycogen substrate, Amplex Red glucose oxidase fluorescence; Potency, µM (doses to about 76.4 µM), for the others: top-dose activity change, negative = inhibition, actives largely listed as inhibitors; 0.38% of 300,000 active; AID 2100, 2009;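 also: 0% = full enzyme reaction and -100% = no-enzyme basal signal; the screen sought inhibitors and activators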
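Recombinant enzyme (4 nM final) with compounds titrated up to 77 uM and bovine liver glycogen (30 ug) in citrate pH 5.0, 0.01% Tween-20, 37 C 40 min. Released glucose detected by Amplex Red/glucose oxidase (Ex 573/Em 610); AC50 from Hill fits.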
GoLoco inh red = qHTS Assay for Inhibitors of RGS12 GoLoco Motif Activity (Red Fluorophore) | Gai1:RGS12 GoLoco peptide FP, rhodamine, 10 min | 0.44% of 230,000 active | Guanine nucleotide-binding protein G(i) subunit alpha-1 (Homo sapiens), P63096 | Potency, µM (series often up to 61.6 µM), for inactives: at the top dose activity, negative = inhibition, usual class: inhibitors | AID 880, 2007; active = well fitted inhibition curve with a large enough effect, not every such curve was filed as active; inactive = no such curve, though single readings can be large or run the other way; also: % is scaled to controls: 0 for no effect and ±100 for the full control effect; nearly all actives have a fitted effect of over 30% in size; many of its hits are not listed in these tables
Target sequence (P63096 whole entry, looked up): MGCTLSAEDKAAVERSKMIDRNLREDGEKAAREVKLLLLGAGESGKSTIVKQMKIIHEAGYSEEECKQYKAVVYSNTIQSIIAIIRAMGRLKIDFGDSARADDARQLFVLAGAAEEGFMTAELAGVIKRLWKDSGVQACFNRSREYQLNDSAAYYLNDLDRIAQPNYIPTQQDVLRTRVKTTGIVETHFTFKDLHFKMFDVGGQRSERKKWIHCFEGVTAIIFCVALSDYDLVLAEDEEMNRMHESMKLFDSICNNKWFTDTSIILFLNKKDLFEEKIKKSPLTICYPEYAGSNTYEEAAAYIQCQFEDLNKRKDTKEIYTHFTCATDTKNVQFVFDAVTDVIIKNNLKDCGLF
Starred values were filed as active, the others as inactive; i = inactive; ? = inconclusive; . = no result given; & = joins results of further samples; [ ] = dose if it differs, or a comment. Unless noted, calls follow the shape of the dose curve; as a rule, active = well fitted curve in the direction sought with a large enough effect; inconclusive = small, poorly fitted or top-dose-only effect, or another doubt; inactive = no such curve, though single readings can be large; an effect the other way counts as inactive or inconclusive. Potency is read from the fitted curve at half-maximal effect. An excerpt; rates above refer to the full screens.

Below each SMILES: HttQ103 aggreg | HTT ATP protect | IMPase Li inh | aGlu spleen mod | GAA inhib | GAA glycogen mod | GoLoco inh red
- O=C(O)c1cccnc1SCc1cccc(Cl)c1
  -3% | -22% | 4% | -1% | 3% | -1% | 0%
- CC1(C(=O)NCc2ccccn2)C=CCN1C(=O)c1ccccc1 (centres undefined)
  23% | -2% | 0%&-17% | -7%&2% | 13% | 12% | 10%&9%
- CCOC(=O)C(C)Sc1ncnc2c1nnn2-c1ccc(F)cc1 (centres undefined)
  14% | -28% | -2%[38.3 µM] | -5% | 8% | 3% | 4%
- Cc1cccc(N(C(=O)Cn2nnc3ccccc32)C(C(=O)NC(C)(C)C)c2ccsc2)c1 (centres undefined)
  8% | 8%[10 µM] | -5% | 3% | -8% | 4% | 4%
- O=C1C=C(NCCN2CCOCC2)CC(c2ccccc2)C1 (centres undefined)
  9% | 0% | -2%[38.3 µM] | -13% | -3% | 3% | 1%
- Cc1cc(NS(=O)(=O)c2ccccc2)c([N+](=O)[O-])cc1C
  -12% | -7%[10 µM] | 6% | 4% | -4% | -9% | -3%
- CC(Cl)C(=O)Nc1cc(C(C)(C)C)nn1-c1ccccc1 (centres undefined)
  26% | 6% | 5% | 0% | ? | 5% | 9%
- Cc1snc(SCC(=O)c2ccc(F)cc2)c1C#N
  ? | -2%[10 µM] | 5% | -3% | -1% | 2% | 12%
- O=C(CSCc1ccc(Cl)cc1Cl)Nc1nccs1
  15% | . | 8% | 1% | 1% | -10% | 6%
- CCCCn1c(=O)[nH]c(=O)c2c1nc(-c1ccc(OCCC)c(OCC)c1)n2C
  2%[9.22 µM] | 4%[10 µM] | . | 3% | . | -6% | 0%
- Cc1csc(NC(=O)c2cccc(Cn3nc(C)c(Br)c3C)c2)n1
  -32% | -11%[0.074 µM] | 8%[38.3 µM] | -16% | -10% | -17% | 0%
- Cc1noc(C)c1S(=O)(=O)NCCc1ccc(S(N)(=O)=O)cc1
  9% | -4% | 5%[38.3 µM] | -7% | 2% | 2% | -6%
- CCOC(=O)c1ccc(S(=O)(=O)NNC(=O)COc2cccc(C)c2)cc1
  -4% | 20%[10 µM] | -8% | -3% | 1% | 2% | 5%
- COc1cc(OC)c(C2C(C#N)=C(N)OC3=C2C(=O)CC(C)C3)cc1OC (centres undefined)
  -13% | 10% | -1%[38.3 µM] | -3% | -2% | -2% | -1%
- COc1ccc(N/C=C(/C(C)=O)c2ccccc2)cc1
  ? | -14%[10 µM] | 41%[activator][38.3 µM] | 3% | -7% | -15% | -4%
- CC(=O)c1ccc(NC(=S)N2CCCCCC2)cc1
  15% | -100%[inhibitor] | 0% | 0% | -1% | 16% | 8%
- CC(C)OC(=O)CCC1(C(=O)O)CCC(=O)NC1 (centres undefined)
  7% | -12% | -22%[38.3 µM] | -5% | 1% | -3% | -1%
- COc1ccc(C2C(C#N)=C(N)N3C(=C2C#N)Sc2ccccc23)cc1 (centres undefined)
  3% | -11% | -5%[38.3 µM] | -9% | 0% | ? | 2%
- O=C(NC(=S)NC1CCCCCC1)c1cncc(Br)c1
  3% | . | 9% | 5% | -2% | 1% | i
- NC(=O)C1(N2CCCCC2)CCN(C(=O)CSc2nc3ccccc3s2)CC1
  16% | 6% | 25%[38.3 µM] | -6% | -8% | -5% | -1%
- CC1(C)C2CCC1(C)C(NC(=O)CCN1CCCCC1)C2 (centres undefined)
  2% | -5% | 10%[38.3 µM] | -4% | 0% | -1% | 6%
- Cc1nonc1C(=O)N/N=C/c1ccncc1
  . | . | 1% | 6% | 5% | 14% | 4%
- CCCc1cc2c(cc1NC(=O)c1ccccc1F)OCO2
  -1% | . | -2% | -9% | 4% | 0% | -3%
- CCC(C)NCCOc1cccc(Br)c1 (centres undefined)
  18% | 10%[10 µM] | 1% | 12% | 4% | 3% | -8%
- CC1(C)O[C@H]2C[C@@H]3[C@H]4CCC5=CC(=O)C=C[C@]5(C)[C@@]4(F)[C@@H](O)C[C@]3(C)[C@]2(C(=O)CO)O1
  29% | -55%[inhibitor] | -4% | -10% | . | . | -58%
- CCCCc1ccc(-c2nc(NC(=O)C3C4CCC(O4)C3C(=O)O)sc2C)cc1 (centres undefined)
  -19% | -25% | 6%[38.3 µM] | 0% | 0% | -21% | 0%
- COc1ccc(Nc2cc(C(=O)NCCCN3CCOCC3)c3ccccc3n2)cc1OC
  -4% | -13% | 19%[38.3 µM] | -2% | -2% | 4% | 11%
- O=C(COc1ccccc1)Nc1nccs1
  11% | 8%[1.9 µM] | 9% | 0% | -5% | 14% | 9%
- CN(C)c1ccc(C(=S)N2CCOCC2)cc1
  3% | -3% | 7%[38.3 µM] | -1% | -12% | -10% | 1%
- COC(=O)c1c(C(=O)OC)c(-c2ccccc2)n2c1CS(=O)C2 (centres undefined)
  16% | -3%[10 µM] | 8%[38.3 µM] | 0% | -4% | 3% | -19%

In the list so far, these contain a Cl atom.
Below each SMILES: HttQ103 aggreg | HTT ATP protect | IMPase Li inh | aGlu spleen mod | GAA inhib | GAA glycogen mod | GoLoco inh red
- O=C(O)c1cccnc1SCc1cccc(Cl)c1
  -3% | -22% | 4% | -1% | 3% | -1% | 0%
- CC(Cl)C(=O)Nc1cc(C(C)(C)C)nn1-c1ccccc1 (centres undefined)
  26% | 6% | 5% | 0% | ? | 5% | 9%
- O=C(CSCc1ccc(Cl)cc1Cl)Nc1nccs1
  15% | . | 8% | 1% | 1% | -10% | 6%

7 compounds already listed, arranged by the value under aGlu spleen mod, rising.
smiles,aGlu spleen mod
Cc1csc(NC(=O)c2cccc(Cn3nc(C)c(Br)c3C)c2)n1,-16%
NC(=O)C1(N2CCCCC2)CCN(C(=O)CSc2nc3ccccc3s2)CC1,-6%
COc1cc(OC)c(C2C(C#N)=C(N)OC3=C2C(=O)CC(C)C3)cc1OC (centres undefined),-3%
COc1ccc(Nc2cc(C(=O)NCCCN3CCOCC3)c3ccccc3n2)cc1OC,-2%
CC(=O)c1ccc(NC(=S)N2CCCCCC2)cc1,0%
COc1ccc(N/C=C(/C(C)=O)c2ccccc2)cc1,3%
O=C(NC(=S)NC1CCCCCC1)c1cncc(Br)c1,5%

Other structures.
Below each SMILES: HttQ103 aggreg | HTT ATP protect | IMPase Li inh | aGlu spleen mod | GAA inhib | GAA glycogen mod | GoLoco inh red
- CC(c1ccco1)N(Cc1ccco1)C(=O)Nc1ccccc1 (centres undefined)
  5% | 4% | 46%[activator][38.3 µM] | -10% | -3% | 8% | -2%
- Cn1nnc2cc(C(=O)N3CCSCC3)ccc21
  -2% | 3% | 14%[38.3 µM] | 3% | -3% | 4% | -4%
- CCSc1nnc(Cn2c(=O)sc3ccccc32)n1-c1ccccc1C
  -19% | 6%[10 µM] | 3% | -9% | -8% | -1% | -3%
- COc1ccccc1CC(=O)Nc1ccc2c(c1)CCC2
  1% | 10%[10 µM] | 0% | -8% | -5% | 13% | 6%
- O=C(O)c1ccc(Cl)c(S(=O)(=O)Nc2ccc3cn[nH]c3c2)c1
  8% | -40% | -4% | 1% | 1% | 1% | 4%
- CCCC1C(C(=O)OCC)=C(C)NC(C)=C1C(=O)OCC
  3% | 21% | -1%[38.3 µM] | -6% | 1% | -14% | 1%
- O=C(CN1CCN(c2ccccc2)CC1)Nc1ccc2c(c1)OCCO2
  30% | -12%[10 µM] | -4% | 3% | 3% | 2% | 1%
- O=C(Nc1ccc(NC(=O)c2cccs2)c(Cl)c1)c1ccco1
  -12%[9.22 µM] | 2%[10 µM] | 11% | 8% | 11% | -10% | 7%
- CS/C(=C\[N+](=O)[O-])Nc1ccccc1
  2% | -5% | -4%[38.3 µM] | -6% | 3% | -1% | -4%
- Cc1cc(NC(=O)CCCC(=O)N(CC(=O)NCCc2ccccc2)Cc2ccc(F)cc2)no1
  2% | 16% | 3%[38.3 µM] | -5% | -2% | 5% | 2%

Look-ups from above:
GAA glycogen mod result of CC(C)OC(=O)CCC1(C(=O)O)CCC(=O)NC1 (centres undefined) stands at -3%
HTT ATP protect result of CC(c1ccco1)N(Cc1ccco1)C(=O)Nc1ccccc1 (centres undefined) stands at 4%
GAA glycogen mod result of COC(=O)c1c(C(=O)OC)c(-c2ccccc2)n2c1CS(=O)C2 (centres undefined) stands at 3%
GAA glycogen mod result of O=C(NC(=S)NC1CCCCCC1)c1cncc(Br)c1 stands at 1%

Going on with the list.
Below each SMILES: HttQ103 aggreg | HTT ATP protect | IMPase Li inh | aGlu spleen mod | GAA inhib | GAA glycogen mod | GoLoco inh red
- COCCn1c(=O)c(-c2cn(C)c3ccccc23)nc2cncnc21
  . | 15% | 1% | -1% | . | . | 61%[activator]
- O=C(CSc1nc2c([nH]c3ccccc32)c(=O)n1-c1cccc(Cl)c1)N1CCOCC1
  26% | 1%[10 µM] | 11% | -10% | 2% | 3% | 12%
- O=c1ccsn1Cc1ccccc1
  ? | -109%[inhibitor] | 26%[38.3 µM] | 7% | -2% | 7% | -10%
- CCC(C)[C@H](NC(=O)CCn1nnc2ccccc2c1=O)C(=O)O (some centres undefined)
  -7% | . | -8% | -1% | -5% | 5% | 3%
- Cc1noc(/C=C/N(C)C)c1S(=O)(=O)N1CCc2ccccc21
  -5% | -10%[10 µM] | 51%[activator][38.3 µM] | -2% | ? | ? | 100%[activator]
- C=CCNC(=O)N1CCCC(C(=O)c2cccc(Cl)c2)C1 (centres undefined)
  -6%[9.22 µM] | -7%[10 µM] | -4% | 1% | . | -9% | 8%
- COc1ccc(C2CC(c3ccc4ccccc4c3OC(C)=O)=NN2C(C)=O)cc1 (centres undefined)
  8%[9.22 µM] | 13%[10 µM] | . | 2% | . | -8% | -1%
